Bioassay records: PubChem, several laboratories
C8 TRAIL sens = sensitizes caspase-8 expressing cells to TRAIL. NB7+C8 cells + TRAIL, ATPlite viability luminescence. AID 624354. 1% of 360,000 active. inhibition (viability loss, TRAIL sensitization), % at 10 µM;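 active = compounds causing at least 50% loss of cell viability in the single-dose screen, relative to plate controls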
COUP-TFII inh = NR2F2 (human) inhibition, primary screen | 0.7% of 370,000 active | HEK293T NGFI-A luciferase reporter, luminescence | P24468 | inhibition, % at 8.6 µM;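 active = inhibition above a per-plate cutoff, mean inhibition of test wells between control levels plus 3 SD, cut at about 38% in these data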;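 also: cells cotransfected with COUP-TFII expression vector driving the NGFI-A reporter; 0% = median of COUP-TF2 test wells and 100% = reporter-only cells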
NCOA3 inh = human NCOA3 inhibition. inhibition, % at 3.6 µM. AID 588352. HEK293 GAL4-SRC3 luciferase reporter, luminescence. Q9Y6Q9. 0.17% of 360,000 active;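 active = inhibition above a per-campaign cutoff, the mean of all compounds plus 3 SD, cut at about 60% in these data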;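 also: 0% = DMSO-treated cells and 100% = gossypol-treated cells at 36 µM; higher means less SRC3-driven luciferase light from the GAL4 reporter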
Target sequence (Q9Y6Q9 whole entry, looked up, the tested form may be a part): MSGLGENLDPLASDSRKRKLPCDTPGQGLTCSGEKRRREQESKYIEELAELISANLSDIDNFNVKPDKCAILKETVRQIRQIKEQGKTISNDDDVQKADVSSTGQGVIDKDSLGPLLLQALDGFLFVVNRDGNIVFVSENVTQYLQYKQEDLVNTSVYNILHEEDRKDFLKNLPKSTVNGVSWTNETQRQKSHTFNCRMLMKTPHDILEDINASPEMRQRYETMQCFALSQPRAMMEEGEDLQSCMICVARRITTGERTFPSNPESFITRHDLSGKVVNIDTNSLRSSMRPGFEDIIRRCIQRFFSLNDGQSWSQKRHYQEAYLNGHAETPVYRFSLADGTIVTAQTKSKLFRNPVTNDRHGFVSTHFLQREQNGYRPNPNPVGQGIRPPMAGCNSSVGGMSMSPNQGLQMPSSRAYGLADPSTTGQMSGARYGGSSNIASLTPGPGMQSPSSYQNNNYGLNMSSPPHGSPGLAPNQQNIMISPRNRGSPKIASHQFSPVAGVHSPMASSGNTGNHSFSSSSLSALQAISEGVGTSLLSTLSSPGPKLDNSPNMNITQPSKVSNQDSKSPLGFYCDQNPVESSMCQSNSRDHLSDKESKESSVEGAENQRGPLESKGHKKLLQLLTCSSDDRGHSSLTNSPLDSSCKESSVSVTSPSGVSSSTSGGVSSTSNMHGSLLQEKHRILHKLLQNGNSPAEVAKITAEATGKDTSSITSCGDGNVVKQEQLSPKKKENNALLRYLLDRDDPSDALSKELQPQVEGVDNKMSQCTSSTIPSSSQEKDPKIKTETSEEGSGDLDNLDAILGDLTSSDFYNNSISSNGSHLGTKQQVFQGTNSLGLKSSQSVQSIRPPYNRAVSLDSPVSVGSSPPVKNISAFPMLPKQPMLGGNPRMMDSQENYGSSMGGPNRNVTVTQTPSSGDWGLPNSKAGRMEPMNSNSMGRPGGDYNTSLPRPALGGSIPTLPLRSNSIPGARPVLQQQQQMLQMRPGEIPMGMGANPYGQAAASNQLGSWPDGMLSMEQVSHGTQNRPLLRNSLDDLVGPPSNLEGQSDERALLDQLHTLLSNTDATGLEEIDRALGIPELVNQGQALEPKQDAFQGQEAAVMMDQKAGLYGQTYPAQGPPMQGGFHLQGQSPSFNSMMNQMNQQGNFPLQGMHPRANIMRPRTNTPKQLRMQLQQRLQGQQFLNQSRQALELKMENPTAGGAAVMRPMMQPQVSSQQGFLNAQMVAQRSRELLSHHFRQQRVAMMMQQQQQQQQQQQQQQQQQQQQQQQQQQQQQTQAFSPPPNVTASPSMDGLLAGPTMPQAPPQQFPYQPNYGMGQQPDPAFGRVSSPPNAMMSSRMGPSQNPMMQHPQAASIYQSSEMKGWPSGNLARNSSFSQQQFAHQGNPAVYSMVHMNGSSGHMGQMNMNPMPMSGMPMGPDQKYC
TWEAK Fn14 block = blocks TWEAK-Fn14 interaction in a reporter cell assay | TWEAK-stimulated Fn14 reporter cells, luciferase luminescence, 8 h | inhibition, % at 10 µM | 2% of 360,000 active; in the data active = inhibition above about 50%
TROY signal inh = TROY signaling inhibition | Q293 LMP1-TROYcd NF-kB luciferase reporter, 4 h | inhibition, % at 10 µM | 0.98% of 360,000 active;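 active = compounds whose plate-normalised and pattern-corrected inhibition of the luciferase reporter signal at the single screening dose is 50% or more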
CF NFkB block = blocks PAF-induced NF-kB reporter in cystic fibrosis cells; KKLEB NF-kB-GFP reporter, GFP fluorescence overnight; inhibition, % at 5 µM; 0.86% of 360,000 active; AID 588850;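 active = at least 50% inhibition at 5 µM, scaled per plate between neutral and stimulator controls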;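 also: PAF is a Pseudomonas aeruginosa culture filtrate used as stimulus; plate controls were PAF-stimulated DMSO wells for no effect and unstimulated DMSO wells for full effect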
NR5A2 inv ag = suppresses constitutive activity of human LRH-1. O00482. HEK293T StAR-luciferase reporter, LRH-1 transfected, 24 h. inhibition, % at 3.6 µM. 0.13% of 360,000 active. AID 602396;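 active = inhibition above the mean inhibition of all tested compounds plus 3 SD, cut at about 73% in these data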;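 also: 0% = DMSO wells and 100% = reporter-only cells lacking LRH-1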
Shn3 3UTR inh = inhibitors of Schnurri-3 3'UTR reporter in osteoblasts; AID 588674; 0.52% of 360,000 active; Clone20 osteoblast Shn3 3'UTR firefly luciferase, 24 h; inhibition, % at 12.5 µM;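 active = mean inhibition of at least 75% with every replicate also reaching 75%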;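 also: 0% = median of neutral control wells and 100% = pilot-screen positive control compound; some compounds past the cut are filed as inactive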
NCOA1 inh = human NCOA1 inhibition; Q15788; HEK293 GAL4-SRC1 luciferase reporter, luminescence; inhibition, % at 3.6 µM; 0.12% of 360,000 active; AID 588354;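 active = inhibition above the campaign mean plus 3 SD, with each screening campaign given its own cutoff, cut at about 60% in these data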;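 also: 0% = DMSO treated cells and 100% = gossypol at 36 µM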
EBV LMP1 NFkB = Epstein-Barr LMP1 NF-kappaB reporter inhibition; LMP1-induced NF-kappaB luciferase reporter cells, luminescence; inhibition, % at 12.5 µM; 0.69% of 350,000 active; AID 504558; in the data active = inhibition above about 41%;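 also: 0% = neutral control wells and 100% = reference inhibitor control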
KKLEB tox = CF airway cell cytotoxicity counter-screen. activity change (cytotoxicity), % at 5 µM. AID 602141. 0.36% of 360,000 active. KKLEB CF airway cells viability, ATPlite luminescence, overnight; hits give low values; cells stimulated with P. aeruginosa culture filtrate;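 active = corrected activity change at or below -50% at 5 µM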
Numbers without * were called inactive; nt = not tested or not shown. An excerpt (hit frequency here may not be typical).

SMILES	C8 TRAIL sens	COUP-TFII inh	NCOA3 inh	TWEAK Fn14 block	TROY signal inh	CF NFkB block	NR5A2 inv ag	Shn3 3UTR inh	NCOA1 inh	EBV LMP1 NFkB	KKLEB tox
CCOc1ncccc1C(=O)NNC(=O)c1cccc(S(=O)(=O)Nc2ccccc2OC)c1	-6	18	-13	-5	-4	-16	-13	10	-1	-4	-5
CN(CCc1ccccc1)c1cc2c(c3c1ccn3C)C1CCC2O1 (stereo unspecified)	2	-17	-8	-21	-1	12	14	-6	7	nt	-8
Cc1ccc(C(=O)NCC(=O)N(C)CC(=O)Nc2c(Cl)cccc2Cl)s1	-8	12	-1	0	-5	-13	9	10	4	-5	2
Nc1cc2c(cc1Cl)-c1ccc(Cl)cc1C2=O	-1	-5	-11	-6	-61	-59	16	6	8	-6	-12
CCc1ccc(N(CC)C(=O)Cc2c(C(=O)O)n(C)c3ccccc23)cc1	-2	2	-31	5	3	13	-8	5	-8	3	14
CC(C)c1nnc(NC(=O)CCC(=O)NCC2CCCO2)s1 (stereo unspecified)	-5	10	27	-14	11	-8	4	10	3	0	5
CC(Sc1ccc2nnc(-c3ccc(F)cc3)n2n1)C(=O)O (stereo unspecified)	15	-2	-3	-8	-10	-1	23	-10	8	-1	-12
C=CCc1ccc(OCCOCCN(C)C)c(OC)c1	9	-3	-9	-8	-2	-4	5	-6	-6	-4	0
O=C(Nc1c2c(nn1-c1ccc([N+](=O)[O-])cc1)CS(=O)(=O)C2)c1ccco1	-10	-11	-27	12	6	-10	-9	-46	-4	0	5
O=C(COc1cccnc1[N+](=O)[O-])N1CCC(Cc2ccccc2)CC1	8	1	-13	-3	-7	-16	36	7	13	-6	1
Fc1cccc(/C=N/Nc2ccc3ccccc3n2)c1	38	-55	-69	48	50	-14	-119	-14	-105	-21	-14
CC(C)c1ccc(/C=C/C2=NNC(=O)CC2)cc1	15	-49	-96	23	-19	1	-130	4	-65	1	-9
COc1ccc(Br)cc1CN(C)CC(=O)Nc1cc([N+](=O)[O-])ccc1OC	-16	13	9	10	24	1	8	51	-24	4	4
O=c1c(-c2ccc(Cl)cc2)cnc2n1CCS2	-11	-11	-19	3	-47	-19	-39	-50	-16	-11	10
O=S(=O)(c1ccccc1OC(F)(F)F)N1CCN(c2ccnc3cc(Cl)ccc23)CC1	-1	16	19	26	11	20	8	71	-9	9	-25
C/C=C(/C)C(=O)O[C@@H]([C@H](O)c1cc2ccc(=O)oc2cc1OC)C(C)(C)O[C@@H]1O[C@H](CO)[C@@H](O)[C@H](O)[C@H]1O	1	-10	-15	11	-15	-17	4	8	-4	-11	-3
Cc1ccc(NC(=O)C2CCN(C(=O)c3cccs3)CC2)cc1	0	-4	4	14	-4	-13	7	7	-24	-9	4
CC(CNC(=O)CCCn1c(=O)c2cccn2c2cccnc21)c1ccccc1 (stereo unspecified)	4	-13	7	-46	-9	2	-46	10	-5	3	-2
COc1ccc(-c2nnc(OC)c3ccccc23)cc1	-16	5	9	-16	22	-14	34	-3	2	-7	12
CN(C(=O)c1ccc(S(=O)(=O)N2CCCCC2)cc1)C1CCS(=O)(=O)C1 (stereo unspecified)	-4	-6	-16	2	-8	1	-9	-14	-9	4	-4
COc1ccc(CN2CC[C@@H](N3CCOCC3)[C@H](O)C2)cc1F	0	-3	16	-3	-3	-8	-8	-16	13	-2	-16
CCCCCCC(C)n1[nH]c(=O)cc1N (stereo unspecified)	1	11	3	-3	-11	1	-18	3	-2	1	2
COc1cc2c(cc1OC)C(c1cccc([N+](=O)[O-])c1)N(C(=O)CCC(=O)O)CC2 (stereo unspecified)	2	-1	17	10	1	-8	15	-1	-11	2	-3
O=C(C[C@H]1C[C@H](C(=O)N2CCCCC2)[C@@]2(CCc3ccccc3)c3[nH]c4ccc(Cl)cc4c3CCN2C1=O)NCc1ccco1	32	-4	-12	47	30	16	1	52	5	10	-10
C[C@@H]1O[C@@H](O[C@H]2[C@H](O)[C@@H](O)[C@H](Oc3c(-c4ccc(O)c(O)c4)oc4cc(O)cc(O)c4c3=O)O[C@@H]2CO)[C@H](O)[C@H](O)[C@H]1O	-10	0	4	3	0	-1	-8	0	1	5	15
NC(=O)CSc1nnc(COc2ccccc2)n1N	-8	20	10	-4	1	21	-17	6	0	0	-7
Cc1cccc(N2CCN(C(=O)COCc3cc(-c4ccc5c(c4)OCO5)on3)CC2)c1C	4	12	-10	-14	16	0	12	-15	-5	-4	3
CCCNC(=O)CN1C(=O)NC2(CCCc3cc(OC)ccc32)C1=O (stereo unspecified)	-6	3	-8	-3	-10	11	-1	4	-4	-13	9
CCCN1CCc2[nH]c(=S)[nH]c(=O)c2C1	-10	4	3	-14	8	-4	-3	18	9	-2	1
CCCCN(C(=O)CSCC(=O)Nc1ccc(C)cc1)c1c(N)n(CC(C)C)c(=O)[nH]c1=O	-1	30	3	13	3	-26	0	-26	-4	-3	5

Pulled by compound from the list above:
SMILES	C8 TRAIL sens	COUP-TFII inh	NCOA3 inh	TWEAK Fn14 block	TROY signal inh	CF NFkB block	NR5A2 inv ag	Shn3 3UTR inh	NCOA1 inh	EBV LMP1 NFkB	KKLEB tox
CCCCN(C(=O)CSCC(=O)Nc1ccc(C)cc1)c1c(N)n(CC(C)C)c(=O)[nH]c1=O	-1	30	3	13	3	-26	0	-26	-4	-3	5
CCCCCCC(C)n1[nH]c(=O)cc1N (stereo unspecified)	1	11	3	-3	-11	1	-18	3	-2	1	2
COc1ccc(-c2nnc(OC)c3ccccc23)cc1	-16	5	9	-16	22	-14	34	-3	2	-7	12

The listing continues.
SMILES	C8 TRAIL sens	COUP-TFII inh	NCOA3 inh	TWEAK Fn14 block	TROY signal inh	CF NFkB block	NR5A2 inv ag	Shn3 3UTR inh	NCOA1 inh	EBV LMP1 NFkB	KKLEB tox
Cc1cc(C)cc(C(=O)NCc2ccc3c(c2)OCO3)c1	14	13	-3	8	17	9	0	21	12	2	4
COc1ccc(Cl)cc1NC(=O)C1CCCN(S(=O)(=O)c2cccc3nonc23)C1 (stereo unspecified)	18	17	5	2	13	7	18	10	17	-3	-5
CCC(=O)NC(c1ccccc1)c1c(OC(C)=O)ccc2ccccc12 (stereo unspecified)	-6	-2	8	-4	2	-1	-17	3	-4	5	6
CCOC(=O)C(CC)Sc1cc(C)nc2ccc(OC)cc12 (stereo unspecified)	10	11	2	3	-3	10	-2	14	-2	3	0
CC/C(=N\NC(=O)c1csc(C)c1C)c1cccs1	50*	-30	-63	-9	-23	-12	-44	-54	-78	-33	2
C[C@H](O)[C@@H]1CN2CCc3c([nH]c4ccccc34)[C@@H]2C[C@@H]1N(C)C(=O)OCc1ccccc1	-13	-4	-22	-6	-8	-36	-8	-1	0	nt	-4
CCn1cc(CNCc2c(C(=O)N3CCCCC3)nc3c(C)cccn23)cn1	-1	-13	3	-1	9	7	26	3	-1	8	-4
Cc1ccn2c(=O)nc(SCC(=O)N3CCC(C)CC3)nc2c1	-1	11	-7	1	-3	-18	4	-4	-12	0	5
Cc1ccc(S(=O)(=O)N2CCCN(C)CC2)cc1	-7	9	8	-15	4	-6	13	5	-2	-6	6
CC1CCN(C(=O)c2[nH]cnc2C(=O)N2CCN(C(=O)OC(C)(C)C)CC2)CC1	-5	-2	6	-17	-2	1	12	7	9	0	11
O=C(NCCc1ccc(Cl)cc1)C1(c2ccccc2)CC1	5	6	2	10	11	1	-13	6	5	-9	-4
COC(=O)c1cc(C(=O)OCC(=O)N2c3ccccc3NC(=O)C2(C)C)cc([N+](=O)[O-])c1	7	nt	15	16	9	13	10	-20	-7	-2	-3
COc1ccc(Br)c(C(=O)Nc2cccc(Cl)c2Cl)c1	3	5	8	-20	-13	-28	-5	-15	-15	-2	-15
CCCn1c(N)c(N(CCOC)C(=O)c2cccc(F)c2)c(=O)[nH]c1=O	-4	-9	12	10	7	-2	1	9	-16	-6	14
COc1ccc(/C=N/NC(=O)c2ccco2)cc1Cn1nc(C)cc1C	-13	-38	-11	22	-8	6	-59	-6	-53	4	-2
Cc1ccc(NCC(=O)N/N=C\C(Br)=C\c2ccccc2)cc1	-11	-12	-24	43	4	39	-25	72	-18	-34	-16
C/C(=N\NC(=O)c1c([N+](=O)[O-])c(C)nn1C)c1ccc(NC(=O)c2ccc(C)o2)cc1	6	-31	-72	1	-24	-20	-98	-31	-101	-14	2
CC(N)C(=O)NC(C(=O)NC(C)C(=O)Nc1cccc2ccccc12)C(C)C (stereo unspecified)	23	-3	4	-7	-3	19	19	-19	-5	nt	2
Cc1c(C(C)(C)O)[nH]c2ccc(C#N)cc12	2	9	-8	4	-18	-17	-2	8	13	-2	4
CN1CCN(C(=S)c2ccc(-c3cc(Cl)ccc3Cl)o2)CC1	-6	4	21	-16	-10	4	-8	-4	10	-11	0
CCOc1ccc(NC(=O)c2cc(SC)ccc2Cl)cc1	-1	12	9	14	-4	-5	-23	-2	11	-2	9
N#Cc1sc2nc3c(c(-c4ccco4)c2c1N)CCCC3	17	-4	15	-10	-7	12	6	21	-15	10	5
Cc1ccc(C)c2[nH]c(=O)c(CN(CC3CCCO3)C(=O)NC3CCCCC3)cc12 (stereo unspecified)	5	-15	6	-26	2	-9	2	13	-12	3	3
O=[N+]([O-])c1cccc(/C=N/NC2CCS(=O)(=O)C2)c1 (stereo unspecified)	3	10	8	0	-18	-16	-6	nt	-3	1	-4
CCS(=O)(=O)N1CCN(S(=O)(=O)c2ccccc2[N+](=O)[O-])CC1	-1	26	4	4	-1	-3	22	1	-50	5	10
CCn1c(=O)cc(OCC(=O)NCC2CCCO2)c2ccccc21 (stereo unspecified)	-2	-21	4	12	2	-15	11	-29	5	-6	4
CCCC(=O)N1CCCC(C(=O)c2ccc(OC)c(OC)c2)C1 (stereo unspecified)	-1	14	-3	14	-9	-3	10	15	-13	-1	-7
COc1ccccc1N1CCN(C(=O)[C@H](C)NS(=O)(=O)c2ccc3c(c2)OCCCO3)CC1	4	8	1	5	2	-22	-12	-8	-21	-7	-11
NC(=O)C1CCN(Cc2nc3cc(Cl)ccc3c(=O)[nH]2)CC1	18	11	-4	6	7	-10	17	4	-15	4	8
CC(C)(O)C1Cc2cc(/C=C/C(=O)O)c(O)cc2O1 (stereo unspecified)	-12	-13	10	-14	-40	3	-11	-2	-4	-1	0
O=C(CCCl)N1c2ccccc2C=Cc2ccccc21	7	1	-2	19	4	1	22	19	-13	-10	-11
C/C=C1\COC(C(=O)NCc2ccncc2)(C(F)(F)F)C=C1C=C1CCCCC1 (stereo unspecified)	4	-1	-19	16	6	-2	10	14	1	6	-5
O=C(NNS(=O)(=O)c1ccc(Cl)cc1)NC1CCCCC1	1	-2	10	-1	-10	7	19	6	6	-1	5
Cc1noc(NS(=O)(=O)c2ccc(NC(=O)CSc3nc4ccccc4s3)cc2)c1C	-5	3	-10	5	4	-19	12	-5	-16	1	20
